LmPK inh = blocks Leishmania mexicana pyruvate kinase activity; Q27686; purified LmPK, Kinase-Glo ATP luminescence, 1 h; Potency, µM (highest dose often 57.5 µM), for the others: at the top dose activity change, negative = inhibition, hits mostly inhibitors; hit rate 0.37% among 290,000; further: potency means the concentration at half of the fitted maximal effect
Target sequence (Q27686 whole entry, looked up): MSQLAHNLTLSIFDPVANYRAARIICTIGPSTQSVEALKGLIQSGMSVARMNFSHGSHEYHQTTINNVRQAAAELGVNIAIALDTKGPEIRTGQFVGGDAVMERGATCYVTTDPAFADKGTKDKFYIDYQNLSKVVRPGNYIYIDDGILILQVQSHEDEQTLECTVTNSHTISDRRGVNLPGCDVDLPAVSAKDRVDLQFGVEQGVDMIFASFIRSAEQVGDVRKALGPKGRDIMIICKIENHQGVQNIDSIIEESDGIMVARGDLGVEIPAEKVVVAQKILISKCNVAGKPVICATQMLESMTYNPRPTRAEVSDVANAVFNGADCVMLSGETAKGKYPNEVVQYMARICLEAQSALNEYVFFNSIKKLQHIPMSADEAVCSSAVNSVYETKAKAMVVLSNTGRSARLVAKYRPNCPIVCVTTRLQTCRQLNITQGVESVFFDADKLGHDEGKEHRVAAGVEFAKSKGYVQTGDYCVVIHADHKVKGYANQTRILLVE
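0.1 nM LmPK, 0.5 mM PEP, 0.1 mM ADP; 50 mM imidazole pH 7.2, 7 mM MgCl2, 50 mM KCl; 1 h RT. Kinase-Glo luminescence readout, normalized to no-enzyme (full inhibition) and uninhibited wells.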
AmpC inh detg = inhibitors of E. coli AmpC beta-lactamase with detergent | P00811 | AmpC hydrolysis of nitrocefin, absorbance 480 nm, 0.01% Triton | Potency, µM (top dose mostly 114 µM), without a hit: at the highest dose activity change, negative = inhibition, hits mostly inhibitors | hit rate 0.041% among 370,000 | AID 485294;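 further: potency means the concentration at half of the fitted maximal effect; 0% = no-compound wells and -100% = no-enzyme wells; nearly all actives have a fitted effect of over 25% in size; some results filed as inactive show a strong effect at the top dose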
Target sequence (P00811 whole entry, looked up): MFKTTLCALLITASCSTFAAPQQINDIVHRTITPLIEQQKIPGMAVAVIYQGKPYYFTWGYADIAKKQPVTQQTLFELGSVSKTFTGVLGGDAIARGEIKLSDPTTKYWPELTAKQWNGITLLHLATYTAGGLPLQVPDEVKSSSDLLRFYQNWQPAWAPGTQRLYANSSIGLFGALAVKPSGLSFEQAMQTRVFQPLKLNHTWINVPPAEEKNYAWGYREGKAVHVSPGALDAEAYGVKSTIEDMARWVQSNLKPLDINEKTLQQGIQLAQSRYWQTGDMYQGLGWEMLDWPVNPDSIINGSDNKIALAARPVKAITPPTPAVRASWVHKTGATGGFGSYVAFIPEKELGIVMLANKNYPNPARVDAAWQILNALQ
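AmpC (5.3 nM in the dispensed reagent) in 20 mM phosphate pH 7.0 with 0.01% (detergent screen) or 0.0001% Triton X-100 was preincubated with compounds for 15 min at room temperature. Nitrocefin was then added from an 800 uM solution, and hydrolysis was followed at 480 nm.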
AMA1-RON2 inh = AMA1-RON2 (P. falciparum) interaction inhibition; Potency, µM (doses to about 58.2 µM), without a hit: at the top dose activity change, negative = inhibition, hits mostly inhibitors; AlphaScreen AMA1-biotinylated RON2 peptide binding; hit rate 0.2% among 360,000; AID 720542;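 further: potency means the concentration at half of the fitted maximal effect; 0% = vehicle wells and -100% = peptide control; nearly all actives have a fitted effect of over 45% in size; some results filed as inactive show a strong effect at the top dose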
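AMA1 (3D7) with his tag at 25 nM final met compounds first, then biotinylated RON2 peptide at 25 nM; detection used donor plus acceptor beads, 10 µg/mL apiece, read by AlphaScreen after 30 min at room temperature.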
Sm TGR inh = inhibitors of Schistosoma mansoni thioredoxin glutathione reductase; Q962Y6; Potency, µM (top dose mostly 114 µM), without a hit: at the highest dose activity change, negative = inhibition, actives largely listed as inhibitors; hit rate 3% among 360,000; purified TGR, DTNB reduction, TNB absorbance 405 nm; AID 485364; further: potency means the concentration at half of the fitted maximal effect; nearly all actives have a fitted effect of over 60% in size
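First, TGR (20 nM dispensed) and NADPH were mixed with compound. Second, a 15 min room-temperature incubation followed. Third, further NADPH and then DTNB were added to start the reaction. Finally, TNB absorbance was monitored kinetically.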
TbPYK inhibitor = blocks Trypanosoma brucei pyruvate kinase; Potency, µM (series often up to 76.8 µM), inactives show top-dose activity, negative = inhibition, hits mostly inhibitors; Q57TT1; AID 624173; hit rate 0.12% among 410,000; TbPYK enzyme, Kinase-Glo Plus ATP luminescence, 45 min; further: potency means the concentration at half of the fitted maximal effect; nearly all actives have a fitted effect of over 50% in size
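Glycolytic pyruvate kinase of T. brucei was incubated with substrate, test compound and 130 uM ADP for 45 minutes at room temperature. Luminescent Kinase-Glo Plus signal was measured after 10 minutes.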
AmpC inh no detg = inhibitors of E. coli AmpC beta-lactamase without detergent; P00811; AmpC nitrocefin hydrolysis, absorbance 480 nm, 0.0001% Triton; Potency, µM (top dose mostly 57.1 µM), for inactives: at the highest dose activity change, negative = inhibition, usual class: inhibitors; hit rate 0.52% among 330,000; AID 485341;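 further: potency means the concentration at half of the fitted maximal effect; plate controls were no compound for no effect and no enzyme for full effect; nearly all actives have a fitted effect of over 20% in size; some results filed as inactive show a strong effect at the top dose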
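20 mM phosphate pH 7.0 + 0.01% (detergent screen) or 0.0001% Triton X-100; 5.3 nM AmpC reagent; cpd preinc 15 min RT; nitrocefin (800 uM stock) to start; A480 q20 s × 4 min; Activity was normalised to no-enzyme and no-compound control wells.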
HCMV antiviral = blocks human cytomegalovirus replication; HFF cells, HCMV-luciferase reporter, 72 h; stronger effect = lower value; activity change, negative = inhibition, % at 57.5 µM; hit rate 4.5% among 410,000; AID 1259415; in the data active means activity change below about -60%; inconclusive means no clear call, values can overlap the other calls; inactive means above about -39%
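Screen run at 2 compound doses on HFFs infected with reporter HCMV, MOI 1 PFU/cell. Luciferase activity from cell lysates at 72 h post infection gave inhibition relative to buffer-only and Salinomycin wells.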
Numbers without * were called inactive; ? = inconclusive; . = not tested or not shown; [ ] = dose if it differs, or a comment. Unless noted, the call rests on the fitted dose curve; in most records, active means well fitted curve in the direction sought with a large enough effect; inconclusive means small, poorly fitted or top-dose-only effect, or another doubt; inactive means no such curve, though single readings can be large; an effect the other way counts as inactive or inconclusive. Unless noted, on the % scale 0 is the no-effect control and ±100 the full control effect.

#	Compound	LmPK inh	AmpC inh detg	AMA1-RON2 inh	Sm TGR inh	TbPYK inhibitor	AmpC inh no detg	HCMV antiviral
1	Cc1cc2c(cc(C(=O)OC(C)C(=O)NCc3ccccc3)n2C)o1 (stereo unspecified)	.	.	-4.9%	.	-2.7%	.	56.0
2	CCc1ccc(C(=O)O)cc1	1.1%	3.1%	-8.4%	6.0%	-3.1%	-4.7%	-35.5
3	Cc1ccc(NC(=O)C2CCN(S(=O)(=O)c3ccc4c(c3)CCCC(=O)N4)CC2)c(Cl)c1	.	-7.3%	.	-0.4%	-0.4%	.	-28.2
4	Cc1nn(C)c(Oc2ccccc2)c1CCNC(=O)CCl	2.3%	2.7%	-1.0%	?	4.5%	13.1%	-33.7
5	O=C(NCCc1ccccc1)C(=O)NCC(c1cccs1)S(=O)(=O)c1cccs1 (stereo unspecified)	.	-3.8%	.	?	1.0%	.	-15.5
6	Cc1ccc(CCNC(=O)c2nnc(CS(=O)(=O)c3ccccc3)o2)cc1	-7.4%	-9.3%	-1.6%	11.5%	2.0%	-46.0%	6.5
7	O=C(NNc1c(Cl)cc(Cl)cc1Cl)C1CCC1	-5.4%	-13.8%	14.4%	-7.2%	1.1%	-15.9%	-29.5
8	N#C/C(=C\c1c(N2CCN(Cc3ccccc3)CC2)nc2ccccn2c1=O)S(=O)(=O)c1ccccc1	7.3%	-5.2%	-15.9%	0.3%	4.0%	72.1%[activator]	0.0
9	O=C(Nc1ccccc1Cl)c1cc(S(=O)(=O)N2CCCC(C(=O)O)C2)ccc1F (stereo unspecified)	0.1%	-10.6%	-17.1%	-0.7%	-3.5%	-3.9%	-24.3
10	COc1ccc(NC(=S)N2CCC(C(=O)c3ccc(C)cc3)CC2)cc1	0.8%	?	-10.5%	-13.5%	-13.7%	-19.2%	4.0
11	CCc1nnc(NC(=O)CCCSc2nc3ccccc3[nH]2)s1	-2.0%	-8.2%	0.7%	-17.8%	-2.3%	-19.4%[11.4 µM]	26.5
12	O=C(NCc1cccs1)c1ccc(S(=O)(=O)N2CCOCC2)cc1	1.6%	?	4.7%	-6.6%	1.5%	-16.9%	4.9
13	COc1cc(/C=C2\NC(=S)N(C)C2=O)ccc1OCc1cccc(F)c1	-0.9%	-6.9%	46.5%[activator]	-21.3%	-2.9%	-13.3%	26.9
14	Cc1cc(C)c2nc3s/c(=C/c4ccc5c(c4)n(C)c(=O)n5C)c(=O)n3c2c1	0.8%	-12.8%	.	2.9%	.	-20.8%	.
15	CCOc1ccc(C(=O)NCC(=O)NCC(c2ccc(OC)cc2)N2CCCC2)cc1 (stereo unspecified)	.	-8.7%	49.6%[activator]	-8.3%	-5.8%	8.7%	-30.0
16	CCOC(=O)C1CCN(C(=O)c2ccc(OCC(=O)Nc3ccc(OCC)cc3)c(OC)c2)CC1	.	-6.4%	-5.3%	-5.4%	7.8%	150.6%[activator]	-1.8
17	Cc1nc(N2CCN(c3ccccc3)CC2)[nH]c(=O)c1C	0.4%	-4.3%	-5.9%	1.7%	-25.5%	-8.1%	-23.4
18	CCN(CC)S(=O)(=O)c1ccc(=O)n(CC(=O)N2CCCc3cc(C)ccc32)c1	.	?	0.0%	-1.9%	-0.5%	55.5%	?
19	Cc1cc(Br)ccc1NC(=O)c1cc2c(s1)-c1ccccc1SC2	.	-6.1%	.	0.7%	1.0%	.	-30.8
20	CCc1nnnn1-c1ccc([N+](=O)[O-])cc1C	0.6%	7.6%	25.4%	.	-1.8%	-4.1%	-36.0
21	CN1CCN(C2=C(Cl)C(=O)c3ccccc3C2=O)CC1	.	.	-5.0%	.	?	.	-24.7
22	CCSc1nnc(NC(=O)c2ccc(C)cc2)s1	-6.5%	-6.8%	-3.9%	-7.9%	-4.3%	-37.3%	22.5
23	C/C(=N\Nc1nc2c(s1)CCCC2)c1ccccc1	0.1%	-9.3%	47.2%[activator]	?	-12.3%	-29.0%	95.0
24	Cc1cc(C)n(-c2ccc(C(=O)Nc3cccc(S(=O)(=O)N4CCCC4)c3)cc2)n1	1.5%	-10.5%	-8.4%	3.8%	0.1%	-9.1%	-72.3*
25	CCOC(=O)CN1C(=O)S/C(=C\c2ccc3c(c2)OCO3)C1=O	0.7%	-0.2%	6.2%	0.0%	4.5%	-27.3%	0.0
26	Cc1ccc(OCc2ccoc2C(=O)O)cc1C	11.4%	?	6.3%	-0.6%	2.6%	-17.6%	12.7
27	CCOC(=O)C1=C[C@@H](C(C)C)N(S(=O)(=O)c2ccc(C)cc2)[C@H]1c1ccc(C(F)(F)F)cc1	.	.	-1.9%	.	4.1%	.	?
28	COC(=O)[C@@H]1CCCN1C(=O)c1ccc(OC2CCN(Cc3ccccn3)CC2)cc1	-0.6%	-5.4%	52.5%[activator]	-9.3%	0.0%	3.3%	-28.8
29	COc1ccc(OC)c(CNC(=O)c2ccc(Sc3ccc(C)cc3)c(N)c2)c1	.	-2.7%	.	0.7%	2.0%	.	?
30	Cc1cc(C(=O)Nc2cc(Br)ccc2O)on1	-0.3%	1.9%	-2.2%	4.4%	-8.9%	-28.9%	71.3

Not a retest: an excerpt of the list.
#	Compound	LmPK inh	AmpC inh detg	AMA1-RON2 inh	Sm TGR inh	TbPYK inhibitor	AmpC inh no detg	HCMV antiviral
29	COc1ccc(OC)c(CNC(=O)c2ccc(Sc3ccc(C)cc3)c(N)c2)c1	.	-2.7%	.	0.7%	2.0%	.	?
30	Cc1cc(C(=O)Nc2cc(Br)ccc2O)on1	-0.3%	1.9%	-2.2%	4.4%	-8.9%	-28.9%	71.3

Going on with the list:
#	Compound	LmPK inh	AmpC inh detg	AMA1-RON2 inh	Sm TGR inh	TbPYK inhibitor	AmpC inh no detg	HCMV antiviral
31	N#Cc1c(NC(=O)CSc2n[nH]c(Cc3ccccc3)n2)oc(-c2ccccc2)c1-c1ccccc1	8.0%	?	7.9%	-2.0%	6.1%	-35.6%	14.6
32	Cc1cc(C(=O)N2CCN(c3ccccc3O)CC2)c(C)o1	.	?	10.9%	1.1%	-4.1%	-14.6%	2.2
33	COc1ccc(OC)c(S(=O)(=O)N2CCCC2C(=O)N2CCc3ccccc3C2)c1 (stereo unspecified)	0.8%	?	11.3%	2.7%	0.1%	6.7%	-15.1
34	Cc1ccccc1OCCN(C#N)c1nc(N(C)C)nc(N(C)C)n1	12.7%	7.3%	7.3%	83.2%[activator]	1.3%	-18.4%	-34.1
35	O=C(CCNS(=O)(=O)c1ccccc1)N1CCCCCCC1	.	-14.3%	-6.5%	-1.1%	0.3%	-16.3%	1.4
36	CCc1nnc2c3ccccc3nc(N3CCN(c4ccc(C)cc4C)CC3)n12	.	4.8%	.	0.4%	0.9%	.	2.3
37	Cc1cccc(-c2nnc(SCc3nc4ccccc4[nH]3)n2Cc2ccco2)c1	6.7%	3.6%	42.8%[activator]	1.2%	?	-5.7%	-60.6*
38	Cc1ccccc1CNC(=O)c1ccc2nc(N3CCOCC3)sc2c1	5.8%	-13.5%	-1.4%	-5.9%	-2.5%	101.5%[activator]	57.2
39	CC(=O)c1cccc(N=Nc2c(-c3ccccc3)[nH]n(-c3ccccc3)c2=O)c1	0.5%	-1.4%	-4.6%	.	0.3%	-10.4%	?
40	COc1cccc(C(=O)NC(=S)Nc2ccc3oc(=O)ccc3c2)c1	6.5%	6.1%	-3.8%	-29.7%	-7.1%	0.3%	-29.9
41	C/C(=N\O)c1ccccc1C(=O)O	-5.6%	?	4.3%	-1.7%	-0.1%	-5.9%	-21.0
42	CC(C)c1ccc(NC(=O)c2cnc3sc(N4CCCC4)nn3c2=O)cc1	.	10.7%	.	24.9%	0.5%	.	?
43	O=[N+]([O-])c1cccc(/C=C2\CCC(/C=N/Nc3ccc4ccccc4n3)=C2N2CCOCC2)c1	1.0%	-19.1%	-3.3%	-6.9%	6.8%	-23.3%	?
44	C=Cn1ccnc1P(=S)(c1ccc(Cl)cc1)c1nccn1C=C	6.2%	0.0%	24.3%	15.3%	1.0%	119.9%[activator]	-75.9*
45	CCOc1ccc(S(=O)(=O)N2CCN(C(=O)c3cccn3C)CC2)cc1	2.5%	-4.2%	-9.5%	-1.5%	-2.0%	32.5%	10.6
46	CCCc1nc(Cl)c(C#N)c2c1CCCC2	-9.3%	3.5%	17.4%	25.1µM*	-0.8%	-8.3%	-37.7
47	O=C(Nc1ccccc1N1CCCCC1)c1ccccc1F	-3.3%	-9.6%	29.5%	-5.3%	2.6%	-17.3%	-30.3
48	Cc1ccc(-c2cc(C(F)(F)F)n3ncc(C(=O)N4CCCc5ccccc54)c3n2)cc1	4.1%	?	-7.6%	-1.8%	-6.6%	-14.6%	-22.9
49	CC(C)N(CCO)C(=O)CCc1nnc(Cc2cccc(C(F)(F)F)c2)o1	-2.1%	9.2%	8.8%	0.0%	-1.8%	53.0%	31.6
50	C/C(=N\NC(=O)C1CCCN(S(=O)(=O)c2ccccc2)C1)c1cccnc1 (stereo unspecified)	2.5%	-1.3%	-1.4%	-1.1%	-4.4%	?	10.1
51	CCc1nnc(NS(=O)(=O)c2ccc(N/C=C\C(=O)c3cccc(OC)c3)cc2)s1	0.0%	4.6%	-9.4%	.	-2.5%	-27.1%	-5.2
52	COc1ccc(OC)c(-n2nnnc2SCC(=O)NCCc2ccccc2)c1	1.1%	1.7%	13.3%	7.9%	6.9%	-6.4%	-23.4
53	Cc1ccc(Cl)cc1NC(=O)N1CCc2cc(S(=O)(=O)N3CCC(C)CC3)ccc21	.	22.2%	.	0.7%	-0.1%	.	-32.6
54	CCc1ccccc1NC(=O)COc1ccc(C(=S)N2CCCC2)cc1	-3.8%	?	4.7%	1.3%	1.7%	-0.2%	?
55	Cc1nc(-c2coc3c(CN(C)C)c(O)ccc3c2=O)cs1	5.7%	1.2%	18.2%	-0.1%	9.0%	-25.3%	-15.2
56	CCOC(=O)c1ccc(NC(=O)CSc2nc(-c3ccc(F)cc3)cc(C(F)(F)F)c2C#N)cc1	.	-2.6%	.	3.5%	-4.2%	.	-19.0
57	COc1ccc(NC(=O)COC(=O)Cc2c[nH]c3ccccc23)cc1OC	1.8%	2.9%	-1.4%	-1.1%	-11.9%	-37.8%	7.9

Screens as filed in PubChem BioAssay.
